From PubChem BioAssay
HIF activator = HIF pathway transcriptional activators, primary screen, cell-based, U2OS HRE-luciferase, luminescence; U2OS HRE-luciferase reporter; normalized: DMSO 0%, desferrioxamine 100%; activation, % at 7.5 µM (by protocol); 0.32% of 300,000 active;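 active = mean activation of at least 10% of the iron chelator positive control signal, with at least half of replicates also reaching 10%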
TRPC4 inh = inhibitors of mouse TRPC4 channel, primary screen, Fluo4 calcium, HEK293 TRPC4beta/mu-opioid cells. DAMGO-evoked Fluo4 calcium flux; stronger effect = lower value. B-score at 10 µM. 0.39% of 300,000 active;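 active = B-score over 3 SD under the library average, no early fluorescence shift, positive overall ratio signal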
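Assay system: HEK293 cells with stable TRPC4beta plus mu-opioid receptor expression; Probe or stimulus: DAMGO in two steps, submaximal then maximal; Dosing: single-point compound dosing; Measured by: Fluo4 calcium-dye fluorescence, kinetic read; Read-out basis: B score from integrated Fluo4 fluorescence ratio.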
TRPC4 potent = positive allosteric modulators of TRPC4, primary screen, cell-based, mouse TRPC4beta, HEK293 mu-opioid, Fluo-4 calcium. Short transient receptor potential channel 4 (Mus musculus), Q9QUQ5. DAMGO EC20, Fluo-4 Ca2+ flux; stronger effect = higher value. B-score at 10 µM. 0.42% of 310,000 active. AID 2227, 2009;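 active = B-score of calcium response area above 5 SD of library B-scores, with initial fluorescence ratio within 5 SD of library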;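 also: B-score of integrated fluorescence ratio over time as area under calcium response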
MrgX1 antag = antagonists of human MrgX1 receptor, primary screen, HEK293 cells, Fluo-4 calcium flux; BAM8-22 antagonism; stronger effect = lower value; B-score at 10 µM; Mas-related G-protein coupled receptor member X1 (Homo sapiens), Q96LB2; 1.3% of 310,000 active;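 active = calcium-response B-score plate-corrected more than 3 library SD below zero, starting fluorescence within 5 deviations, no agonist response on first addition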;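 also: peak minus trough fluorescence over baseline after final BAM8-22 challenge near maximal dose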
SKKanGAS inh = S. pyogenes SKKanGAS growth inhibitors in kanamycin, primary screen, streptokinase expression inhibitor project, SKKanGAS strain, BacTiter-Glo luminescence; inhibition, % at 7.5 µM; 6 h; 1.3% of 300,000 active; AID 1662, 2009;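 active = mean replicate score, as percent of positive control median, at least 50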;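 also: strain carries kanamycin resistance gene driven by streptokinase promoter and grows in 40 µg/ml kanamycin; loss of luminescence reflects streptokinase promoter inhibition or plain growth inhibition; 0% = median of DMSO wells and 100% = positive control at its reference dose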
KLF5 inh = KLF5 expression inhibitors, primary screen, DLD-1 cells, luminescence; inhibition, % at 5 µM; AID 1700, 2009; DLD-1 KLF5 promoter-luciferase reporter; 0.23% of 290,000 active;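 active = inhibition above a per-plate limit of that plate's mean compound inhibition plus 3 SD, cut at about 60% in these data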;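 also: 0% = DMSO wells and 100% = LY294002 at 200 µM; higher means less KLF5 promoter-driven luciferase light; inactives centre near -14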
TRPC6 act = mouse TRPC6 channel activators, primary screen, cell-based, HEK293, membrane potential dye; AID 2550, 2010; 0.13% of 310,000 active; B-score at 10 µM; HEK293-TRPC6 membrane potential dye fluorescence; stronger effect = higher value;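 active = B-score of the integrated fluorescence ratio above library mean plus 3 SD, and starting fluorescence ratio within library mean plus 5 SD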;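 also: higher score means more depolarization so channel activation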
Target sequence (Q61143 whole entry, looked up): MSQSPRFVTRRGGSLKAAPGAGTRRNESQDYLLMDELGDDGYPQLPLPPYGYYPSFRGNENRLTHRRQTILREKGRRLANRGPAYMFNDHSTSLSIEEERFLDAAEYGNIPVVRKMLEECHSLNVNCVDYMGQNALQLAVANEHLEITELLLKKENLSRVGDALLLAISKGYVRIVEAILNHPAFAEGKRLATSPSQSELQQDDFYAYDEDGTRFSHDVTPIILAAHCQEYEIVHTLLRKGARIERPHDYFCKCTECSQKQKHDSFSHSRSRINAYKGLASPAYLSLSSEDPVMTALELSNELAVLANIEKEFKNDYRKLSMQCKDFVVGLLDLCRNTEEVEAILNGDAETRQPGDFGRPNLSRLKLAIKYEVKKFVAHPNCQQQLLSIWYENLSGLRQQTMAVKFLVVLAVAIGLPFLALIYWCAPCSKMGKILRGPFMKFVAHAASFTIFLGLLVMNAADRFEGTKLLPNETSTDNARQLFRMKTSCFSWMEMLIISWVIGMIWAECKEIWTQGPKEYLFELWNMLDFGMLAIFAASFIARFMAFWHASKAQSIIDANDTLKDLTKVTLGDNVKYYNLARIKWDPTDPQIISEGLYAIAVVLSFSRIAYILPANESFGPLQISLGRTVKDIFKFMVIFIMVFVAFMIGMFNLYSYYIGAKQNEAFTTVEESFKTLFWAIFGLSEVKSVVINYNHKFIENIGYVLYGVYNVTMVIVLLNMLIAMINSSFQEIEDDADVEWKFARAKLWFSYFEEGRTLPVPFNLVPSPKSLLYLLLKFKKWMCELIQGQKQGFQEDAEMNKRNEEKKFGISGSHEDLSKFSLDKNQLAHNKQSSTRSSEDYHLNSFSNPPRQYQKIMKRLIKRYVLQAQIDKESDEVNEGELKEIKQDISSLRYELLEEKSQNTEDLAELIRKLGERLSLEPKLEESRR
aSyn UTR inh = MLPCN primary screen, SNCA 5' untranslated region | alpha-synuclein 5'UTR reporter, inhibitor activity | inhibition, % (tested at 7.5 µM) | 0.82% of 300,000 active | AID 1813, 2009; in the data active = inhibition above about 60%;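 also: H4 neuroglioblastoma cells stably carrying SNCA 5'UTR luciferase fusion; 0% = DMSO wells and 100% = positive control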
TRPC4 act = activators of mouse TRPC4 channel, primary screen, Fluo4 calcium, HEK293 TRPC4beta/mu-opioid cells | Short transient receptor potential channel 4 (Mus musculus), Q9QUQ5 | Fluo4 calcium fluorescence; stronger effect = higher value | B-score at 10 µM | 0.49% of 310,000 active;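 active = B-score above 5 SD of library B-scores, and initial fluorescence ratio not above library mean plus 5 SD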;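 also: positive B-score marks a calcium rise read as TRPC4 activation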
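Assay system: HEK293 stable line with TRPC4beta plus mu-opioid receptor. Times: dye 45 min RT, read 110 s. Measured by: kinetic Fluo4 calcium fluorescence. Measure: B score of integrated ratio. Controls: assay buffer as low control, maximal DAMGO as high control.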
TRPC6 inhibitor = mouse TRPC6 channel inhibitors, primary screen, cell-based, HEK293, membrane potential dye | AID 2553, 2010 | B-score at 10 µM | 1.1% of 310,000 active | ACh-evoked depolarization; stronger effect = lower value | Short transient receptor potential channel 6 (Mus musculus), Q61143;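 active = B-score under library mean minus 3 SD, initial fluorescence not abnormally high, positive integrated signal ratio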;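 also: B-score derived from integrated fluorescence ratio over the kinetic read; more negative B-score means stronger inhibition of depolarization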
IEC-6 cytotox = cytotoxicity in IEC-6 intestinal epithelial cells, primary screen, cytotoxicity control for KLF5 inhibitor project, cell-based, luminescence | IEC-6 cytotoxicity, luminescence viability | inhibition, % at 5 µM | 0.78% of 290,000 active; in the data active = inhibition above about 22%;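 also: 0% = plate median of test compound wells and 100% = cytotoxic reference compound wells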
* = called active by the depositor; i = inactive; . = not tested or not shown.

SMILES	HIF activator	TRPC4 inh	TRPC4 potent	MrgX1 antag	SKKanGAS inh	KLF5 inh	TRPC6 act	aSyn UTR inh	TRPC4 act	TRPC6 inhibitor	IEC-6 cytotox
CCOC(=O)CCc1c(C)c2ccc(OCc3nn[nH]n3)cc2oc1=O	-0.5	i	i	i	-4.3	-27.0	i	12.4	i	i	-2.8
Cc1cc(C)cc(C(=O)N2CCCCCC2)c1	-0.2	i	i	i	-4.3	10.1	i	12.9	i	i	4.3
COc1ccc(NC(=S)N2CCNC(=O)C2CC(=O)Nc2ccc(C)cc2)cc1 (stereo not drawn)	0.6	i	i	i	2.6	-51.8	i	18.2	i	i	4.8
O=C(Nc1ccc(-n2nncc2-c2ccco2)cc1)c1cccc(F)c1	-0.4	i	i	i	6.9	2.8	i	17.1	i	i	5.3
Cc1cc(-c2ccccc2)nc(Oc2cccc(C(F)(F)F)c2)c1S(C)(=O)=O	-1.0	i	i	i	9.9	4.4	i	22.0	i	i	1.3
O=C(NCC1CCCO1)/C(=C\c1cccs1)NC(=O)c1ccccc1 (stereo not drawn)	-0.1	i	i	i	.	2.5	i	14.3	i	i	0.9
COc1ccccc1C(c1nnnn1CC1CCCO1)N1CCN(c2ccccc2)CC1 (stereo not drawn)	-0.4	i	i	i	-4.8	-1.5	i	-22.9	i	i	4.1
Cc1ccc(C)c(Nc2c([N+](=O)[O-])c(=O)oc3ccccc23)c1	0.7	i	i	i	0.4	-0.9	i	-19.0	i	i	5.3
CN1CCN(S(=O)(=O)c2cccc(C(=O)NCCC3=CCCCC3)c2)CC1	0.6	i	i	i	1.0	.	i	3.4	i	i	.
COc1ccc(C(=O)c2ccc(OC)c(Br)c2)cc1Br	-0.2	i	i	i	9.5	-12.6	i	6.2	i	i	4.2
CN1CCc2c(sc3c2C(=O)NC(c2ccc(-c4ccc(Cl)cc4)o2)N3)C1 (stereo not drawn)	0.2	i	i	i	0.6	-19.3	i	-5.3	i	i	-1.6
COc1ccc(NC(=O)c2cc(=O)c3ccccc3o2)cn1	.	i	i	i	-5.8	-38.2	i	.	i	i	-2.8
CCN1CCN(Cc2ccc(NC(=O)c3ccc(C)c(NC(=O)C(=O)c4c[nH]c5ccccc45)c3)cc2C(F)(F)F)CC1	-2.5	i	i	i	83.0*	-28.0	i	111.6*	i	i	54.8*
O=C(c1ccc(Oc2ccc([N+](=O)[O-])cc2Cl)cc1)N1CCCC1	0.0	i	i	i	10.3	0.9	i	-7.8	i	i	1.3
COc1ccc(-n2ncc3c(SCC(=O)N4CCN(c5ccccc5OC)CC4)ncnc32)cc1	0.2	i	i	i	26.9	0.6	i	-74.0	i	i	-3.4
O=C(NCCC(=O)N1CCCCCCC1)c1ccc(Cl)cc1	0.2	i	i	i	7.3	.	i	-8.5	i	i	.
CCOC(=O)/C(C#N)=C/C=C1\C=Cc2ccccc2N1CC	17.8*	i	i	i	4.2	7.3	i	17.0	i	i	5.0
COc1cc(/C=C/C(=O)c2ccccc2O)cc(OC)c1OC	1.5	i	i	i	-6.0	3.8	i	-7.3	i	i	-6.9
CCOC(=O)Cc1csc(NC(=S)NC(=O)c2ccccc2C)n1	-1.3	i	i	i	6.1	-43.8	i	20.0	i	i	-8.0
NC(=O)C1CCN(C(=O)CC(c2ccccc2)c2ccccc2)CC1	-9.7	i	i	i	-0.7	-11.4	i	16.9	i	i	12.6
Cc1c(Cl)cccc1NC(=O)C1CCN(S(C)(=O)=O)CC1	-0.1	i	i	i	-2.8	5.3	i	-3.3	i	i	6.3
COC(=O)c1nc(N)sc1-c1ccc(Cl)cc1	0.2	i	i	i	-2.1	-13.5	i	33.5	i	i	3.5
Cc1ccc(C)c(NC(=O)COC(=O)Cc2ccsc2)c1	0.1	i	i	i	-3.5	-13.2	i	6.4	i	i	0.2
CC(=O)Nc1ccc(NC(=O)CN(C)S(=O)(=O)c2ccc3nc(C)sc3c2)cc1	0.7	i	i	i	3.7	-49.2	i	17.7	i	i	1.9
Clc1ccc(CN2CCC(c3ccccc3)CC2)cc1	-0.2	i	i	i	6.7	-11.3	i	-13.0	i	i	0.2
CC(C)N1CCC2(CC1)N=C(c1ccc3c(c1)OCO3)CC(c1cc(Cl)ccc1O)N2 (stereo not drawn)	2.9	i	i	i	-12.6	-33.1	i	-172.7	i	-7.14*	-0.3
Cc1nc2nc3c(cn2n1)C(=O)CC(C)(C)C3	0.2	i	i	.	-3.0	0.5	i	29.0	i	i	-4.6
Cc1ccc(NC(=O)Cc2nnc(SCC(=O)c3ccc(Br)cc3)n2C)cc1	-0.4	i	i	i	-3.0	5.2	i	-1.8	i	i	-0.3
CN(CC(=O)NCCC1=CCCCC1)S(=O)(=O)c1ccc2c(c1)CCC(=O)N2	0.1	i	i	i	-2.0	-18.6	i	17.4	i	i	-1.1
COc1ccc(S(=O)(=O)NN(C)C)cc1N(C)S(=O)(=O)c1ccc(Cl)cc1	-0.3	i	i	i	0.2	-4.4	i	0.3	i	i	-1.9
CC12CCC(C(=O)Nc3nc4ccccc4s3)(OC1=O)C2(C)C (stereo not drawn)	1.9	i	i	i	-5.3	-116.0	i	-112.8	i	i	1.5
NNC(=O)c1ccccc1-n1cccc1	0.4	i	i	i	3.2	-6.5	i	-10.8	i	i	-0.9
O=C(CCC(=O)c1ccc(Cl)cc1)OCC(=O)c1ccccc1	-0.7	i	i	i	-4.9	11.7	i	19.4	i	i	-3.5
CCn1c(SCC(=O)OC)nc2sc3c(c2c1=O)CC(C)(C)OC3	-0.4	i	i	i	4.6	1.2	i	24.9	i	i	-1.4
C=CCNC(=S)NC1CC(C)(C)NC(C)(C)C1	0.0	i	i	i	1.2	8.0	i	0.9	i	i	8.9
COc1ccc(C(C)C)cc1S(=O)(=O)NC1CCCC1	-0.6	i	i	i	1.2	-2.8	i	25.8	i	i	-9.1
O=C(CN1C(=O)c2cccnc2Oc2ccc(Cl)cc21)N1CCCCCC1	-0.1	i	i	i	-3.6	-25.5	i	18.3	i	i	4.7
CC(C)CSc1oc(-c2ccco2)nc1S(=O)(=O)c1ccccc1	0.5	i	i	i	-8.0	-7.1	i	28.0	i	i	-4.8
CCNc1c(C(=O)O)ccc2c1C(=O)c1ccccc1C2=O	-0.4	i	i	i	19.8	-33.9	i	18.1	i	i	2.8
O=C(c1cc2ccccc2cc1O)N1CCCC(C(F)(F)F)C1 (stereo not drawn)	-0.9	i	i	i	-2.3	-45.8	i	5.9	i	i	5.2
CC12CC(NC(=O)N1CCc1ccccc1)c1ccccc1O2 (stereo not drawn)	-0.6	i	i	i	0.7	-21.9	i	12.5	i	i	0.6
CCN(C(=O)CN1C(=O)S/C(=C\c2ccccc2OC)C1=O)C1CCS(=O)(=O)C1 (stereo not drawn)	-0.6	i	i	i	-11.7	-15.6	i	5.1	i	i	-6.1
COc1ccc(NC(=O)c2ccccc2)cc1NS(=O)(=O)c1ccc(F)cc1	-0.2	i	i	i	14.3	-27.9	i	18.6	i	i	-3.2
CCOC(=O)c1sc(NC(=O)C2C3C=CC(C3)C2C(=O)O)nc1C (stereo not drawn)	0.1	i	i	i	-0.1	-26.7	i	1.4	i	i	-1.1
Cc1cc(NC(=O)CSc2nc3ccccc3n2CC(C)C)no1	0.0	i	i	i	-3.2	-28.8	i	-11.5	i	i	-3.3
CN(Cc1ccccc1)C(=O)CCC1CCN(C(=O)CC2=CCCCC2)CC1	0.7	i	i	.	0.5	4.9	i	11.5	i	i	-0.1
CCNC(=O)NC(=O)C(C)Oc1ccc(C(=O)OC)cc1 (stereo not drawn)	0.0	i	i	i	-9.0	10.1	i	-4.3	i	i	4.7
CCOC(=O)Nc1ccc(C(=O)/C=C/c2ccccc2)cc1	0.4	i	i	i	-11.9	-43.3	i	-68.7	i	i	-6.0
CCC(=O)Nc1cccc(NC(=O)CSc2nnnn2C2CCCC2)c1	-0.3	i	i	i	-0.6	2.2	i	10.3	i	i	-7.4
O=C(OCc1c(F)cccc1Cl)c1cnc(Cl)c(Cl)c1	-1.9	i	i	i	17.2	-11.7	i	-11.0	i	i	-3.8
CC(C)c1nnc(NC(=O)CSc2nnc(-c3ccco3)o2)s1	0.0	i	i	i	-2.8	-15.2	i	-2.5	i	i	0.4
CN(CC(=O)Nc1cccc(F)c1)C(=O)c1csc2c1CCCC2	-0.4	i	i	i	4.3	.	i	2.7	i	i	.
O=S(=O)(c1ccc(-n2cnnn2)cc1)N1CCN(c2ccccc2F)CC1	-0.6	i	i	i	-7.6	2.2	i	5.1	i	i	-2.5
CC(C)c1c(C(=O)N/N=C2\CCc3ccccc32)nnn1-c1nonc1N	-0.4	i	i	i	0.0	-28.8	i	-36.7	i	i	2.6
C/C(=C\c1ccco1)C1C(C#N)=C(N)Oc2n[nH]c(-c3ccc(C)cc3)c21 (stereo not drawn)	0.1	i	i	i	-24.2	-38.2	i	0.8	i	i	-1.5
Cc1cc(=O)oc2cc(OCC(=O)NCCc3c[nH]c4ccc(F)cc34)ccc12	-0.4	i	i	i	-1.1	-6.6	i	-3.7	i	i	-2.8
CCOC(=O)N1CCN(C(=O)CSC2=NS(=O)(=O)c3cc(F)ccc3N2)CC1	-0.2	i	i	i	-3.3	.	i	-5.0	i	i	.
CC(NC(=O)CN1CCN(c2ccccc2F)CC1)c1ccccc1 (stereo not drawn)	1.1	i	i	i	3.1	-36.4	i	9.3	i	i	0.4
COc1ccc(/C=C(/NC(=O)/C=C/c2ccccc2)C(=O)NCCCCCC(=O)O)cc1	-0.3	i	i	i	-8.8	-7.9	i	21.6	i	i	1.8
CN(C)C(CNc1ccc(C(N)=O)cc1[N+](=O)[O-])c1ccccc1 (stereo not drawn)	0.2	i	i	i	3.3	-13.1	i	-16.5	i	i	1.1
CC(C)c1ccc(C(=O)NN2CCOCC2)cc1	0.0	i	i	i	-3.0	-28.0	i	5.7	i	i	-3.8
O=C(COC(=O)c1ccc([N+](=O)[O-])s1)Nc1ccccc1	-0.3	i	i	i	3.9	1.7	i	19.8	i	i	-0.7
